TDP2 inh: TDP2 (human) inhibition, absorbance primary screen | O95551 | recombinant TDP2, T5PNP hydrolysis, p-nitrophenol absorbance 415 nm | inhibition, % at 12.8 µM | actives 0.34% (n = 370,000);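 active = inhibition above the mean of all tested compounds plus 3 SD, set per campaign, cut at about 25% in these data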;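 also: 0% = DMSO with enzyme and 100% = buffer with substrate but no TDP2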
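Evaluation: % inhibition relative to enzyme-containing and enzyme-free wells. Material: recombinant human TDP2. Benchmarks: enzyme-free and DMSO wells. Timing: enzyme reaction with compound for 2 h at 37 °C. Compound dosing: 12.8 µM only. Measured by: p-Nitrophenol epi absorbance. Reagent: T5PNP substrate at 5 mM, a TopII-DNA adduct mimic. Replication: single well per compound.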
PRMT1 inh: blocks human protein arginine methyltransferase 1. actives 1.3% (n = 370,000). recombinant PRMT1, activity-based probe fluorescence polarization. Q99873. inhibition, % at 2.79 µM;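 active = inhibition above about 21% made by adding two undisclosed values, limit read from the data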
Target sequence (Q99873 whole entry, looked up): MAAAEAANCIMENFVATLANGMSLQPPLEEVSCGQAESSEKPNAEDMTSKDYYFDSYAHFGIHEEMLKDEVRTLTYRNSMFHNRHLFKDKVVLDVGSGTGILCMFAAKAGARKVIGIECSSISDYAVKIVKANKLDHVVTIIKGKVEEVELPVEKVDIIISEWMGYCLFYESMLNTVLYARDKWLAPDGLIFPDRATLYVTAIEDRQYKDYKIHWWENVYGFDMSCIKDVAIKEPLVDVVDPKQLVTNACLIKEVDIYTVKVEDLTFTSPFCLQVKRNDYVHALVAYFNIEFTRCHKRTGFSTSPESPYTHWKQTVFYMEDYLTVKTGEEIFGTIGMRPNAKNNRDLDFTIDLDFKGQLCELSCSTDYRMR
TCR-CD3 inh: blocks the human TCR-CD3 interaction. TAMRA-labeled TCR probe fluorescence, biochemical. inhibition, % at 9.4 µM. actives 0.37% (n = 360,000). AID 651800; in the data active = inhibition above about 19%;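 also: recombinant mutant TCR 2C K166C tagged with TAMRA read by polarization; 0% = receptor in buffer alone and 100% = receptor with positive control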
ABHD4 inh: inhibits mouse alpha/beta hydrolase domain 4; purified mABHD4, FP-Rh probe fluorescence polarization; inhibition, % at 8.92 µM; Q8VD66; actives 0.54% (n = 370,000); AID 720543;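 active = inhibition exceeding the mean over every tested compound plus 3 SD, cut at about 30% in these data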;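 also: 0% = plate median of compound wells and 100% = S159A mutant with DMSO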
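Test system: mABHD4 protein | Buffer or medium: HEPES pH 7.0 buffer, 150 mM NaCl, 0.01% Pluronic F-127 | Probe or stimulus: FP-Rh fluorescent activity-based probe, added after compound pre-incubation | Timing: Pre-incubation 45 min, probe exposure 60 min, at 25 °C | Technique: Fluorescence polarization, excitation 525 nm, emission 598 nm, BODIPY TMR filters | Repeats: Single well per compound (singlicate)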
SIAE inh: blocks human sialic acid acetylesterase. Q9HAT2. SIAE FP-Rh probe binding, fluorescence polarization. inhibition, % at 9.66 µM. actives 0.69% (n = 370,000). AID 1053197;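 active = inhibition above a cutoff: mean of compounds within the control limits plus 3 SD of those, cut at about 17% in these data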;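 also: 0% = plate median of compound wells and 100% = probe without SIAE protein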
Target sequence (Q9HAT2 whole entry, looked up): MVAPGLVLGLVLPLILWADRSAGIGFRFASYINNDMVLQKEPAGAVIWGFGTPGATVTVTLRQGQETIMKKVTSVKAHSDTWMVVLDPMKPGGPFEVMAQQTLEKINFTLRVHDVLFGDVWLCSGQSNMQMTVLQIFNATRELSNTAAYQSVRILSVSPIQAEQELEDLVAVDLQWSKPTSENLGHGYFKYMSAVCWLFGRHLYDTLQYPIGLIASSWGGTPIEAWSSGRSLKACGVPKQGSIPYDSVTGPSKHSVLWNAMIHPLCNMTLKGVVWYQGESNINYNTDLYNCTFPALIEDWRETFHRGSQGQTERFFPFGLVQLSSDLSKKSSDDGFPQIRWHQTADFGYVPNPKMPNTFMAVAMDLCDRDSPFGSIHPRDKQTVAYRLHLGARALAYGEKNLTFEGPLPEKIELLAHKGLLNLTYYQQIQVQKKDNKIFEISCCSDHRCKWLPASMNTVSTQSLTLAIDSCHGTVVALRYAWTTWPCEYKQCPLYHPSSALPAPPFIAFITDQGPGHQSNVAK
UHRF1 MBD2 ctr: UHRF1 methyl-DNA binding inhibition; Q96T88; UHRF1 binding to methylated oligo, TR-FRET; inhibition, % at 4.4 µM; actives 0.75% (n = 370,000); in the data active = inhibition above about 21%;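 also: UHRF1 SRA domain binding a hemimethylated CpG hairpin DNA probe; 0% = median of test compound wells and 100% = reference inhibitor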
LEDGF integ inh: blocks HIV-1 LEDGF/p75-dependent DNA integration; inhibition, % at 3.7 µM; TR-FRET IN-LEDGF/p75 DNA integration, Eu/Cy5; AID 743269; actives 0.64% (n = 370,000);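 active = inhibition above the screen-wide mean plus 3 SD, cut at about 13% in these data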;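 also: signal is the Cy5 over europium emission ratio at 671 and 618 nm; 0% = plate median of compound wells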
PG9 Ab binder: small molecules binding HIV-1 gp120 antibody PG9; actives 0.43% (n = 360,000); inhibition, % at 6.7 µM; TR-FRET gp120-PG9 antibody binding; in the data active = inhibition above about 8.5%
HTRA1 inh: inhibitors of human serine peptidase HTRA1. recombinant HTRA1, FP-rhodamine activity-based probe, fluorescence polarization. inhibition, % at 5.96 µM. actives 0.5% (n = 340,000). AID 504803; in the data active = inhibition above about 36%;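 also: 0% = enzyme with DMSO and 100% = wells lacking enzyme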
Tn7 DDE FP: inhibitors of Tn7 peptide binding to human fibrin DD(E). P02675. FP displacement of FITC-Tn7 peptide from fibrin DD(E); 0% = median of compound wells per plate. inhibition, % at 8.3 µM. actives 0.13% (n = 370,000). AID 720508;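 active = inhibition above the mean of compounds falling within the control limits plus 3 SD of them, cut at about 14% in these data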;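 also: 0% = plate median of compound wells and 100% = 10 µM Aha-Tn7 peptide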
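Assay system: Human clot-derived fibrin DD(E) complex | Buffer or medium: Tris/NaCl/CaCl2 buffer, pH 7.8 | Repeats: One replicate per compound | Benchmarks: Aha-Tn7 high control | Measure: % inhibition scaled between sample-field median and high-control FP | Schedule: 10 min plus 3 h, room temperature | Signal: Fluorescence polarization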
* hit, by the source's call; . = no result given.

SMILES | TDP2 inh | PRMT1 inh | TCR-CD3 inh | ABHD4 inh | SIAE inh | UHRF1 MBD2 ctr | LEDGF integ inh | PG9 Ab binder | HTRA1 inh | Tn7 DDE FP
CC1CCCC(NC(=O)c2cc(-c3ccncc3)nc3ccccc23)C1C (centres undefined) | 68* | 0 | 3 | 0 | 12 | -1 | 3 | -0.5 | -5 | -10
CCCCCCCC(=O)Nc1cc(C(=O)NCc2ccc(C)cc2)ccc1N1CCC2(CC1)CC(c1ccccc1)=NO2 | -10 | 0 | 8 | 4 | -3 | 0 | -1 | -1.7 | -17 | -3
COc1cc2[nH]c(=S)nc(Nc3ccc(NC(C)=O)cc3)c2cc1OC | 21 | 14 | 1 | 16 | 15 | 11 | 0 | -6.3 | 12 | -1
Cc1ccc(-c2noc(CCC(=O)Nc3ccccc3C)n2)cc1 | -3 | 2 | -4 | -6 | 3 | 0 | -3 | 1.1 | -1 | -2
CCc1nc2ccccc2c(=O)n1NC(=O)c1c(O)c2cccc3c2n(c1=O)CCC3 | -12 | -1 | -6 | -7 | -5 | 2 | -4 | 1.2 | -7 | -1
COc1ccc(NC(=O)c2cc(CC(C)C)on2)cc1OC | -17 | 7 | -5 | 1 | 9 | 5 | -4 | -0.5 | -7 | -4
COc1cccc(Oc2nccc(N(C)C)c2C#N)c1 | 9 | -2 | -1 | 3 | 11 | -3 | 3 | 0.5 | . | 3
O=C(Nc1ccc2c(c1)OCCO2)c1cncc(Br)c1 | -5 | 0 | -5 | 5 | -2 | 4 | 5 | 1.4 | -9 | -7
CCOCCCNC(=O)c1c[nH]c2ccc(C)cc2c1=O | -13 | -2 | 3 | -1 | 1 | 2 | 0 | 0.8 | 1 | -1
Cc1ccc2c(c1C)NC(C)CC2C (centres undefined) | 7 | 0 | 6 | 5 | 3 | -2 | -1 | -3.1 | 1 | -3
C/C(=N\NC(=O)c1nn(C)cc1Br)c1ccc(NC(=O)c2ccncc2)cc1 | 3 | 0 | -8 | -3 | 2 | -6 | 0 | -0.1 | -5 | -1
CCCCN(C)C(=O)c1nc2ccccn2c1CN1CCN(C(=O)c2cccs2)CC1 | 6 | 0 | -6 | 4 | 8 | 17 | -3 | -0.3 | 5 | 5
COc1ccc(/C=C(/NC(=O)c2ccco2)C(=O)Nc2cccc(C(=O)O)c2)cc1 | 1 | 0 | 3 | 1 | 2 | -1 | -2 | -0.8 | 1 | 5
CC1(C(=O)Nc2cccc3cccnc23)CCN1C(=O)CC1CC1 (centres undefined) | 3 | 3 | 12 | 4 | 4 | 2 | 4 | -0.9 | . | -6
Cc1ccnc2nc(C(=O)Nc3nccs3)nn12 | -1 | 4 | 1 | 5 | -2 | 4 | -1 | -3.0 | 2 | -2
CCCCN1C(=O)C(CC(=O)NCCCCc2ccccc2)CC(C(=O)N(C)C)=C1C (centres undefined) | -10 | 0 | -7 | -2 | -6 | 2 | 6 | -0.1 | 13 | 0
CCCC(=O)c1c[nH]c(C(=O)NCc2cccnc2)c1 | 9 | 2 | -5 | 1 | 7 | 0 | -1 | 0.6 | 9 | 5
O=C(NCC(c1ccc(F)cc1)N1CCOCC1)c1ccc(Br)o1 (centres undefined) | -12 | 5 | -8 | -11 | -1 | 0 | 9 | -1.7 | 1 | -2
CCOC(=O)c1cccc(NC(=O)c2cnc3ccccc3n2)c1 | -2 | -1 | -4 | -2 | -4 | 1 | 2 | 0.1 | -23 | -5
CCCn1nc2cc(C(=O)NCC34CC5CC(CC(C5)C3)C4)ccc2c1OCC | -2 | -1 | 9 | 16 | 1 | -1 | 3 | -1.4 | -39 | 1
COc1ccc(CNC(=O)CN(C(=O)c2csnn2)c2ccccc2F)cc1 | -11 | 3 | -8 | -3 | 0 | 0 | -9 | 0.5 | 6 | 4
COc1ccc(C(=O)COC(=O)CCN2C(=O)C3CC=CCC3C2=O)c(OC)c1 (centres undefined) | -6 | 3 | 3 | 7 | -6 | 2 | -1 | 2.0 | -4 | -2
C/C=C/CSc1nc2c(c(=O)[nH]c(=O)n2C)n1C(C)C | -2 | 1 | 4 | -1 | -7 | -1 | -4 | -3.5 | 6 | -2
O=C(CSc1nnc(NC(=O)C2CCC2)s1)NC1CC1 | -11 | -1 | 2 | -4 | -8 | -1 | -1 | -0.3 | 3 | 5
O=C(CSc1nnc(NC(=O)C2CC(=O)N(c3ccccc3)C2)s1)NCC1CCCO1 (centres undefined) | -2 | 2 | -2 | 2 | -8 | 1 | -1 | -2.6 | 6 | -4
O=S(=O)(c1ccccc1)N1CCN(Cc2nnc(-c3ccccc3)o2)CC1 | -5 | 5 | -6 | 8 | 1 | 1 | -3 | 0.1 | 2 | 2
O=C(NCc1ccccc1)C1(c2ccccc2)CCN(S(=O)(=O)c2ccccc2)CC1 | -5 | -2 | 3 | -4 | 2 | 2 | -4 | 0.4 | -16 | -2
COCc1cc(C)nc(SCC[N+](C)(C)CC(=O)c2ccccc2)c1C#N | -1 | -1 | 3 | 1 | 0 | 0 | 3 | 0.5 | -5 | -4
Cc1ccc(N(CCC#N)C(=O)COC(=O)C2CCN(S(=O)(=O)c3ccc(C)c(C)c3)CC2)cc1 | 2 | 3 | -2 | 7 | 4 | 10 | -5 | 1.5 | -6 | -1
CC(=O)c1ccc(OCc2cc(C(=O)N(C)Cc3ccccn3)no2)cc1 | -8 | 2 | 11 | -11 | -1 | 0 | -7 | 0.1 | 5 | 5

Overlap with the part before: 2 entries, followed by the next part.
SMILES | TDP2 inh | PRMT1 inh | TCR-CD3 inh | ABHD4 inh | SIAE inh | UHRF1 MBD2 ctr | LEDGF integ inh | PG9 Ab binder | HTRA1 inh | Tn7 DDE FP
Cc1ccc(N(CCC#N)C(=O)COC(=O)C2CCN(S(=O)(=O)c3ccc(C)c(C)c3)CC2)cc1 | 2 | 3 | -2 | 7 | 4 | 10 | -5 | 1.5 | -6 | -1
CC(=O)c1ccc(OCc2cc(C(=O)N(C)Cc3ccccn3)no2)cc1 | -8 | 2 | 11 | -11 | -1 | 0 | -7 | 0.1 | 5 | 5
Cc1ccc(S(=O)(=O)NCCC(=O)NCc2ccccc2)cc1 | 7 | 0 | 3 | -2 | -7 | -2 | 1 | -0.4 | 6 | -3
COc1ccc(C(=O)Cn2nnc(-c3ccccc3NC(=O)C3CC3)n2)cc1 | 6 | -3 | -2 | 1 | 1 | -1 | -1 | -1.1 | 5 | -2
CC1CCCCN1CCCNC(=O)C1CCN(c2nnc(-n3cccc3)s2)CC1 (centres undefined) | 4 | -3 | 3 | 1 | 3 | 0 | -1 | -1.4 | 1 | -5
Clc1ccc2nc(-c3ccc(Br)s3)cn2c1 | 10 | 0 | 1 | -8 | 2 | -7 | -2 | 1.3 | -20 | 3
CCN(CC)CCCN=C(C)C1=C(O)c2ccccc2C1=O | 1 | 2 | 3 | 2 | 4 | -1 | -2 | 2.9 | . | -3
O=C(Nc1cccnc1)c1ccccc1O | 9 | -2 | 4 | 1 | 3 | -4 | 0 | 0.6 | 3 | 13
Fc1ccc(CCNC(=S)Nc2ccc(F)c(Cl)c2)cc1 | 2 | 3 | -10 | -15 | -8 | 0 | -4 | 0.1 | -18 | 5
CC1CCCC(NS(=O)(=O)c2cc(Br)cnc2N)C1C (centres undefined) | -10 | -4 | 5 | -11 | -1 | 0 | -3 | -0.2 | -17 | 2
CN(C)S(=O)(=O)c1ccc(C(=O)NCCOc2ccc(F)cc2)cc1 | -11 | 6 | -8 | -13 | -2 | 5 | 0 | 0.5 | -1 | -1
CC(=O)C1=C(O)C(=O)N(CCCO)C1c1ccccc1 (centres undefined) | 1 | 1 | 6 | -1 | 2 | -4 | -2 | 0.2 | 3 | 5

Ordered by molar mass (highest first): 9 of the compounds above.
SMILES | TDP2 inh | PRMT1 inh | TCR-CD3 inh | ABHD4 inh | SIAE inh | UHRF1 MBD2 ctr | LEDGF integ inh | PG9 Ab binder | HTRA1 inh | Tn7 DDE FP
Cc1ccc(N(CCC#N)C(=O)COC(=O)C2CCN(S(=O)(=O)c3ccc(C)c(C)c3)CC2)cc1 | 2 | 3 | -2 | 7 | 4 | 10 | -5 | 1.5 | -6 | -1
CC1CCCCN1CCCNC(=O)C1CCN(c2nnc(-n3cccc3)s2)CC1 (centres undefined) | 4 | -3 | 3 | 1 | 3 | 0 | -1 | -1.4 | 1 | -5
COc1ccc(C(=O)Cn2nnc(-c3ccccc3NC(=O)C3CC3)n2)cc1 | 6 | -3 | -2 | 1 | 1 | -1 | -1 | -1.1 | 5 | -2
CC(=O)c1ccc(OCc2cc(C(=O)N(C)Cc3ccccn3)no2)cc1 | -8 | 2 | 11 | -11 | -1 | 0 | -7 | 0.1 | 5 | 5
CC1CCCC(NS(=O)(=O)c2cc(Br)cnc2N)C1C (centres undefined) | -10 | -4 | 5 | -11 | -1 | 0 | -3 | -0.2 | -17 | 2
Fc1ccc(CCNC(=S)Nc2ccc(F)c(Cl)c2)cc1 | 2 | 3 | -10 | -15 | -8 | 0 | -4 | 0.1 | -18 | 5
CCN(CC)CCCN=C(C)C1=C(O)c2ccccc2C1=O | 1 | 2 | 3 | 2 | 4 | -1 | -2 | 2.9 | . | -3
CC(=O)C1=C(O)C(=O)N(CCCO)C1c1ccccc1 (centres undefined) | 1 | 1 | 6 | -1 | 2 | -4 | -2 | 0.2 | 3 | 5
O=C(Nc1cccnc1)c1ccccc1O | 9 | -2 | 4 | 1 | 3 | -4 | 0 | 0.6 | 3 | 13

The list goes on.
SMILES | TDP2 inh | PRMT1 inh | TCR-CD3 inh | ABHD4 inh | SIAE inh | UHRF1 MBD2 ctr | LEDGF integ inh | PG9 Ab binder | HTRA1 inh | Tn7 DDE FP
CN(CC(=O)N1CCN(c2ccccn2)CC1)S(=O)(=O)c1ccc(Br)cc1 | 1 | -1 | 4 | -5 | -2 | 0 | 1 | -0.1 | 1 | -3
O=C(N=Nc1c(O)[nH]c2ccccc12)c1cc(NS(=O)(=O)c2cccs2)cc(NS(=O)(=O)c2cccs2)c1 | 3 | 0 | 14 | 0 | -36 | 0 | -8 | -1.1 | -10 | -7
Cc1cccc(C)c1-n1nnnc1-c1nc2ccccc2[nH]c1=O | -6 | 7 | 5 | -14 | 4 | 1 | 4 | -1.4 | . | 9
O=S(=O)(Nc1ccc(-c2nnc(SCc3ccc(Cl)cc3)o2)cc1)c1ccccc1 | -1 | -1 | -4 | -96 | -92 | -1 | -4 | 0.2 | -111 | -10
CCN1C(=O)/C(=C2\SC(=S)N(NC(=O)c3ccccc3O)C2=O)c2ccccc21 | 0 | 9 | 31* | 31* | 19* | 1 | 1 | -0.2 | 28 | -1
